Assay outcomes (PubChem)
D2 potentiator: positively modulates the human D2 dopamine receptor allosterically; P14416; HEK293 T-REx D2, calcium flux, EC20 dopamine potentiation; potentiation, % at 10 µM; 340,000 tested, 0.34% active; AID 485347;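 active means potentiation over 3 SD above the plate norm, cut at about 30% in these data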; further: 0% is about no effect
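Primary screen. Calcium kinetics in induced HEK293 T-REx D2 cells: compound pre-addition 180 s, EC20 dopamine, 180 s more.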
TRHR ag: TRH receptor (human) agonism; AID 493084; 360,000 tested, 0.18% active; TRHR cells, calcium flux fluo-8, FDSS agonist mode; activation, % at 2 µM; P34981; further: 0% is about no effect
Target sequence (P34981 whole entry, looked up): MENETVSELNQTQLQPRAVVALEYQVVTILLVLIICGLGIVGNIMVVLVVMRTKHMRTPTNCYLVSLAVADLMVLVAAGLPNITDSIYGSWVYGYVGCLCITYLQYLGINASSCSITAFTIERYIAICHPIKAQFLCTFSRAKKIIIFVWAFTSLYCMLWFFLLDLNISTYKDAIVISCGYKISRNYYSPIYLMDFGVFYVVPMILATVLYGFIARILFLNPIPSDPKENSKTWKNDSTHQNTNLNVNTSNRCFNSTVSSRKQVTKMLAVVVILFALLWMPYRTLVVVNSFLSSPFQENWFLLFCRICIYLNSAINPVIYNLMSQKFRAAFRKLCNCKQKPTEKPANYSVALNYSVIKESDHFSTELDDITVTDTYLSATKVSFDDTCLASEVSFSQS
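Steps: seed TRHR cells overnight; add fluo-8 no-wash Ca dye, RT 30 min–1.5 h; record 10 s baseline; pin-transfer compounds; monitor fluorescence 1 cycle/s for the agonist window. Calcium increases flag candidate agonists.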
D1 PAM: human D1 dopamine receptor positive modulation; P21728; HEK293 TREx D1 cells, calcium flux, dopamine EC20 potentiation; potentiation, % at 10 µM; 360,000 tested, 0.036% active; in the data active means potentiation above about 30%; further: 0% is about no effect
Target sequence (P21728 whole entry, looked up): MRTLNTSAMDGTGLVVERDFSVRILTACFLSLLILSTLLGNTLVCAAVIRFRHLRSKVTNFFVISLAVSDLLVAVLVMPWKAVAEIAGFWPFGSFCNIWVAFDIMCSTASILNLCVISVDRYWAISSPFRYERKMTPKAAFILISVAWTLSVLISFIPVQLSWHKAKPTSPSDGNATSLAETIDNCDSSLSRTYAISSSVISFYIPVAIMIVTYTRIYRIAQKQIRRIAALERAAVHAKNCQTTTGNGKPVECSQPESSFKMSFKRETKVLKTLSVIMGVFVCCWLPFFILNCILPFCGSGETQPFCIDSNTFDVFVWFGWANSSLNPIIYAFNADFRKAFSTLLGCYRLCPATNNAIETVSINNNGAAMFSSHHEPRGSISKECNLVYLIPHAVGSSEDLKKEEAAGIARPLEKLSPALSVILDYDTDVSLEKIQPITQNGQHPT
D1 ag: activates the human D1 dopamine receptor; P21728; HEK293 T-REx D1 cells, calcium flux, agonist mode; activation, % at 2 µM; 360,000 tested, 1% active; AID 504660; further: 0% is about no effect
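Tetracycline-induced HEK293 TREx D1 cells, force-coupled to calcium signalling, were dye-loaded with a no-wash calcium kit. Compound was pin-added after a 10 s baseline. Fluorescence was read kinetically at 1 cycle/s for 180 s, with calcium rises flagged as agonism.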
D1 antagonist: antagonists of human D1 dopamine receptor. activity change, negative = inhibition, % at 10 µM. P21728. HEK293 TREx D1 cells, calcium flux, dopamine EC80; stronger effect = lower value. 360,000 tested, 3.2% active; in the data active means activity change below about -30%; further: on the % scale 0 is the no-effect control and ±100 the full control effect
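Using tetracycline-induced force-coupled D1 Hek293 cells and a calcium dye, signals were followed for 180 s after compound, then for 180 s after EC80 dopamine, to detect inhibitors.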
D2 ag: activates the human D2 dopamine receptor; P14416; 340,000 tested, 0.53% active; AID 485358; activation, % at 2 µM; HEK293 T-REx D2 cells, calcium flux agonist mode;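 active means activation over 3 SD above normal in the single-dose calcium agonist read, cut at about 30% in these data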; further: 0% is about no effect
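Tetracycline-induced HEK293 T-REx cells with force-coupled D2 receptor, plated overnight at 30 C, loaded with no-wash calcium dye. After a 10 s baseline, compound was pin-added and calcium flux read kinetically for 180 s; calcium rises flagged agonists.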
TRHR PAM: allosteric enhancers of human TRH receptor; enhancement, % at 2 µM; TRHR cells, fluo-8 calcium fluorescence, EC20 TRH enhancement; AID 493056; 360,000 tested, 0.66% active; P34981; in the data active means enhancement above about 30%; further: 0% is about no effect
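TRHR-expressing cells loaded with fluo-8 calcium dye were read kinetically (ex 480/em 530) during compound addition, then stimulated with an EC20 of TRH (10 nM final). Enhancement of the Gq-mediated intracellular calcium response was scored.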
RXFP1 antag: antagonists of human relaxin receptor RXFP1. activity change, negative = inhibition, % at 57.5 µM. AID 1259400. 350,000 tested, 0.59% active. HEK293-RXFP1, relaxin-stimulated cAMP HTRF, 30 min; stronger effect = lower value;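 active means activity change of -60% or lower, but not beyond a set lower limit; inconclusive means change between -60% and -40%, or beyond the set limit; inactive means change above -40%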; further: on the % scale 0 is the no-effect control and ±100 the full control effect
D2 antag: D2 dopamine receptor (human) antagonism; HEK293 TREx D2 cells, calcium flux, dopamine EC80; inhibition, % at 10 µM; 340,000 tested, 2% active; AID 485344; in the data active means inhibition above about 30%; further: 0% is about no effect
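Calcium mobilization kinetics were recorded at 1 s intervals in tetracycline-induced HEK293 T-REx D2 cells, first for 180 s after compound addition and then 180 s after EC80 dopamine.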
* = called active by the depositor; ? = inconclusive; nt = no result given. Unless noted, no stated cut-off is given here; in the data, active means activation above about 30%; inactive means the rest. Hits appear at their usual frequency; any-hit rate near 7.1%.

Screens in order – D2 potentiator	TRHR ag	D1 PAM	D1 ag	D1 antagonist	D2 ag	TRHR PAM	RXFP1 antag	D2 antag
O=C(Cc1n[nH]c(=O)[nH]c1=O)N/N=C/c1cccc(Cl)c1
→ -10.8	0.6	-10.4	9.3	10.0	0.6	8.5	-11.1	18.1
CCN(CC)S(=O)(=O)c1ccc(NC(=O)c2cccs2)cc1
→ 8.7	-0.1	0.3	2.0	18.6	-0.1	-0.6	-8.9	-0.9
Cc1ccc(-n2ncc(C(=O)NCCCN3CCc4ccccc4C3)c2C2CCN(C(=O)OC(C)(C)C)CC2)c(C)c1
→ -22.2	1.0	2.5	1.5	-1.8	0.9	11.8	?	nt
COc1ccc(C(=O)N2c3ccc(F)cc3CCC2C)cc1OC (centres undefined)
→ -0.7	-0.8	-15.8	-1.2	5.4	-0.2	3.2	6.8	6.4
CN(CCc1ccccn1)C(=O)c1cccnc1Oc1ccc(Cl)cc1
→ 2.7	-0.2	0.3	2.2	12.0	0.3	11.5	-9.5	7.3
CCn1c2ccccc2c2cc(NC(=O)CSc3nnc(-c4cccc(C)c4)o3)ccc21
→ 9.8	0.5	-5.5	4.0	-6.5	-1.9	-2.6	-7.3	-6.5
c1ccc(OCCOCCSc2ncccn2)cc1
→ 16.6	0.5	6.6	1.8	21.4	0.2	-8.0	nt	6.4
CCOC(=O)c1c(NC(=O)c2ccc(S(=O)(=O)N3CCOCC3)cc2)sc2c1CC(C)(C)NC2(C)C
→ 5.7	1.0	-0.5	3.1	0.4	0.3	-2.4	-2.2	7.2
Cc1cc(C)nc(N2CCCC(C(=O)Nc3nnc(C)s3)C2)n1 (centres undefined)
→ 6.0	-0.2	-1.1	0.1	-8.6	0.8	12.7	5.3	-15.9
O=S(=O)(N1CCCCC1)N1CCN(c2cc(Cl)ccc2Cl)CC1
→ nt	1.2	1.9	11.9	17.6	nt	9.3	2.0	nt
COc1cc(NC(=O)c2ccc3c(c2)OCO3)c2ncccc2c1
→ -23.2	0.6	3.1	1.7	-30.7*	0.3	-4.2	-8.7	18.1
CC(C)CC(COCc1ccc([N+](=O)[O-])cc1)N1CCN(C(=O)c2ccc(C(F)(F)F)cc2)CCC1=O (centres undefined)
→ 3.4	-0.5	-3.8	16.6	2.3	-0.8	3.5	nt	-36.6
Cc1ccc(CNC(=O)C2CCN(S(=O)(=O)c3ccc4c(c3)CC(C)N4C(=O)C3CC3)CC2)cc1 (centres undefined)
→ -3.7	-0.5	0.8	2.4	-6.9	-0.4	-10.2	-9.4	17.8
O=C(c1ccc(F)cc1)N1CCN(c2ncccn2)CC1
→ 4.6	0.4	9.1	0.5	3.9	0.6	9.3	3.7	2.6
O=C(Nc1cc(Cl)ccc1O)C1CCCO1 (centres undefined)
→ 0.9	0.0	-4.0	6.7	-7.5	nt	-1.2	25.1	nt
O=C(O)COc1ccccc1/C=N/NC(=O)/C(=C\c1ccc2c(c1)OCO2)NC(=O)c1ccccc1
→ -4.1	0.0	-7.6	0.3	4.8	1.0	-4.1	-19.4	8.2
O=C(Nc1ccc(F)cc1)NC1(C(=O)NCc2cccs2)CCCCC1
→ -7.7	1.6	-4.7	3.9	2.8	1.0	-12.8	5.0	7.7
CC1CCCC(C)N1C(=O)CSc1nc2ncnc(N)c2[nH]1 (centres undefined)
→ 7.4	0.0	-1.8	1.5	2.8	-0.4	-15.4	-14.0	2.9
CCN(CC)C(=O)c1[nH]cnc1C(=O)Nc1ccc(OC)cc1
→ -3.2	0.3	-1.4	1.8	4.2	0.3	3.2	nt	-4.0
COCc1c(C(=O)N/N=C(/C)c2cccs2)nnn1-c1nonc1N
→ -3.5	1.3	2.1	13.5	28.1	9.9	0.0	0.4	-6.4
Cc1cccn2c(=O)c(/C=C(\C#N)C(=O)NC3CCS(=O)(=O)C3)c(N3CC(C)OC(C)C3)nc12 (centres undefined)
→ 7.2	0.0	0.9	-0.1	-23.8	0.5	-1.5	-10.1	-4.6
Cc1cccc(NS(=O)(=O)c2cccc(C(=O)N3CCN(C/C=C/c4ccccc4)CC3)c2)c1
→ 1.5	0.2	nt	2.0	-11.7	-0.4	1.4	-13.3	13.5
CC(=O)N1N=C(c2ccc(C)cc2)OC1c1cccnc1 (centres undefined)
→ 2.8	-0.2	-2.2	0.7	-31.8*	-4.1	1.1	-12.1	-7.8
c1ccc2[nH]c(SCc3cn4ccccc4n3)nc2c1
→ 2.5	-0.9	-0.6	2.0	-5.6	-1.2	0.3	4.0	-14.0
O=C1NCCN1CCNS(=O)(=O)c1ccc(F)cc1
→ 10.5	0.7	-5.5	-0.1	10.7	0.1	0.8	2.6	0.1
COc1cc(C(=O)COC(=O)Cc2cnc3sccn23)cc(OC)c1OC
→ 8.5	0.4	-0.3	-0.9	1.8	nt	3.4	7.0	nt
CCCSc1nnc(Cc2cc(=O)[nH]c(=O)[nH]2)n1-c1cc(C)ccc1C
→ 0.1	0.9	3.8	2.8	-11.4	-0.2	-2.0	-6.4	8.3
CCOc1ccc(N=c2scc(-c3ccc(OC)cc3)n2CCO)cc1
→ 1.0	-0.6	-7.2	7.7	-1.5	-1.4	4.6	-3.3	-18.2
Cc1cc(Cl)ccc1NC(=S)NCC(C)C
→ -11.0	0.1	-1.4	5.6	-2.1	0.3	-0.4	19.1	7.6
CCOC(=O)C1=C(C)NC(=S)N(C(C)=O)C1c1ccccc1 (centres undefined)
→ -1.2	-0.2	8.6	3.6	-2.9	0.0	-4.0	2.5	32.1*
Cc1cccc(NC(=O)CSc2nnc(NC(=O)C3CCC3)s2)c1
→ -18.2	-1.5	-7.2	4.4	0.5	-0.3	18.3	-7.0	-3.2
CN1CCc2c(sc(NC(=O)c3ccco3)c2C(N)=O)C1
→ 2.6	1.4	-2.8	2.1	-7.6	6.1	15.8	2.2	-9.8
Cc1onc(C(N)=O)c1C(=O)Nc1ncc(C(F)(F)F)cc1Cl
→ -3.7	0.6	-1.0	4.9	-2.4	0.0	-3.3	11.1	6.1
CC1CN(C(=O)N2CCC(C(=O)NCc3cccs3)CC2)c2cc(Cl)ccc2O1 (centres undefined)
→ -5.6	-0.2	1.4	1.5	9.4	0.0	-3.7	-13.5	nt
CCOc1ccc2oc(=O)cc(CN3CCN(C(=O)c4ccc(Cl)cc4)CC3)c2c1
→ 6.7	-0.9	4.7	0.8	-5.8	-0.7	-13.8	5.1	nt
O=C(NC1CCCCCC1)C(=S)NCCc1ccccc1
→ -8.2	0.8	-5.2	4.8	-6.3	0.1	-4.0	-4.3	-2.5
Cc1cc(C)c(C#N)c(OCC(=O)Nc2ccccc2)n1
→ 1.1	1.7	2.0	2.3	4.1	0.3	-0.1	-7.0	16.9
CCCCn1c(N)c(-c2nc3ccccc3o2)c2c([N+](=O)[O-])nn(C)c(=O)c21
→ -1.2	-0.7	-3.0	2.0	14.6	0.1	4.3	7.7	-1.8
c1ccc(-c2nnsc2-c2ncc[nH]2)cc1
→ -13.3	0.0	-1.7	1.8	16.8	0.1	-5.9	5.6	9.8
COC(=O)c1c(C(=O)c2ccc(Br)cc2)n(C)c2ccccc12
→ 2.3	-1.1	-2.8	5.6	13.2	-0.2	-4.0	-0.7	24.4
CN(Cc1ccon1)C(=O)C1CCN(C2CCN(CCCc3ccccc3)CC2)CC1
→ -11.5	0.7	-0.9	1.8	5.7	48.9*	-7.3	0.5	19.5
CCOC(=O)C(C)Oc1cccc2c(=O)n(CC(=O)Nc3ccc4c(c3)OCCO4)ccc12 (centres undefined)
→ 3.4	-0.3	-3.4	2.1	-10.0	0.4	-0.9	-9.9	2.1
CCOC(=O)N1CCN(Cc2cc(=O)oc3ccc4ccccc4c23)CC1
→ 6.4	-1.5	-3.1	4.1	-8.5	0.3	-0.5	-1.0	10.9
COc1ccccc1NS(=O)(=O)c1ccc(OC)c(OC)c1
→ 7.4	0.7	-5.7	-0.6	1.2	-0.1	-2.3	12.2	-26.1
COC(=O)Cc1nnc(Nc2cccc(C)c2)c2ccccc12
→ -3.7	-0.5	-6.5	2.4	-21.6	-1.9	2.6	3.7	5.1

Retrieved by compound from the list above:
Screens in order – D2 potentiator	TRHR ag	D1 PAM	D1 ag	D1 antagonist	D2 ag	TRHR PAM	RXFP1 antag	D2 antag
CN1CCc2c(sc(NC(=O)c3ccco3)c2C(N)=O)C1
→ 2.6	1.4	-2.8	2.1	-7.6	6.1	15.8	2.2	-9.8
Cc1cccc(NS(=O)(=O)c2cccc(C(=O)N3CCN(C/C=C/c4ccccc4)CC3)c2)c1
→ 1.5	0.2	nt	2.0	-11.7	-0.4	1.4	-13.3	13.5
O=C(Cc1n[nH]c(=O)[nH]c1=O)N/N=C/c1cccc(Cl)c1
→ -10.8	0.6	-10.4	9.3	10.0	0.6	8.5	-11.1	18.1
O=C(Nc1ccc(F)cc1)NC1(C(=O)NCc2cccs2)CCCCC1
→ -7.7	1.6	-4.7	3.9	2.8	1.0	-12.8	5.0	7.7

Next records follow:
Screens in order – D2 potentiator	TRHR ag	D1 PAM	D1 ag	D1 antagonist	D2 ag	TRHR PAM	RXFP1 antag	D2 antag
O=C(O)C1CC(c2ccccc2)=Nc2ccccc2S1 (centres undefined)
→ -5.1	1.3	-1.1	6.4	4.3	-0.6	3.4	-21.0	-2.0
O=C(CN1CCCCCC1)Nc1ccc(Br)cc1Br
→ -5.1	-0.3	-8.4	3.2	10.5	0.2	-1.7	-9.4	8.7
CCOc1ccccc1C(=O)Nc1nnc(CC)s1
→ 15.2	-1.3	-6.1	0.9	-24.4	-0.5	-27.8	5.8	14.5
CCN1CCN(CC(=O)N2N=C(c3cccs3)CC2c2ccc(OC)cc2)C(=O)C1=O (centres undefined)
→ 0.8	0.3	7.2	3.7	-10.4	2.9	-5.7	-5.0	-10.2
O=C(O)c1ccc(NC(=O)c2ccccc2Br)c(NC(=O)c2ccccc2Br)c1
→ 5.0	-0.1	-7.4	2.8	9.4	0.0	2.0	1.2	-1.3
CCN(CC)C(=O)c1ccc(COc2ccccc2Cl)cc1
→ 3.4	-1.0	-2.4	11.5	-5.2	0.9	-8.9	-4.6	-2.8
COc1ccc(C(=O)NCc2nnc(SCC(=O)Nc3ccc4c(c3)OCO4)o2)cc1
→ -1.5	-1.3	6.2	2.9	-5.5	0.8	-1.2	-1.1	-0.7
Cc1ccc(OCCNC(=O)Cc2ccc(S(=O)(=O)N3CCOCC3)s2)cc1
→ 1.6	-0.1	0.2	5.9	13.2	-0.7	2.3	-11.6	-3.2
N#Cc1ccc(Oc2cc(C(F)(F)F)nc(-c3ccccn3)n2)cc1
→ 2.8	-0.2	-1.2	2.5	-11.7	0.0	55.8*	-0.1	-0.3
COc1cccc(NC(=O)c2cc3c(=O)n(C)c4ccccc4c3n2C)c1
→ 19.4	0.1	-7.3	0.9	-2.6	-0.8	3.9	nt	nt

Records listed so far marked active in D2 antag:
smiles	D2 potentiator	D1 PAM	D1 ag	D1 antagonist	TRHR PAM	RXFP1 antag	D2 antag
CCOC(=O)C1=C(C)NC(=S)N(C(C)=O)C1c1ccccc1 (centres undefined)	-1.2	8.6	3.6	-2.9	-4.0	2.5	32.1*
